DYRK1A inh: inhibitors of rat Dyrk1A kinase. Q63470. ADP-Glo luminescence, NFATc1 peptide. 310,000 compounds, 0.43% hits. inhibition, % at 12.5 µM; in the data active means inhibition above about 50%;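 further: plate controls were vehicle with enzyme for no effect and no enzyme for full effect; many of its hits are not listed in these tables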
KCNK3 block: human KCNK3 channel inhibition, primary screen. O14649. CHO-KCNK3 thallium flux, FluxOR fluorescence; stronger effect = lower value. B-score at 10 µM. 340,000 compounds, 0.84% hits. AID 602410;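 active means B-score under library mean minus 4 SD, starting fluorescence ratio at most library mean plus 5 SD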;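 further: more negative B-score means stronger inhibition of thallium flux through KCNK3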
Target sequence (O14649 whole entry, looked up): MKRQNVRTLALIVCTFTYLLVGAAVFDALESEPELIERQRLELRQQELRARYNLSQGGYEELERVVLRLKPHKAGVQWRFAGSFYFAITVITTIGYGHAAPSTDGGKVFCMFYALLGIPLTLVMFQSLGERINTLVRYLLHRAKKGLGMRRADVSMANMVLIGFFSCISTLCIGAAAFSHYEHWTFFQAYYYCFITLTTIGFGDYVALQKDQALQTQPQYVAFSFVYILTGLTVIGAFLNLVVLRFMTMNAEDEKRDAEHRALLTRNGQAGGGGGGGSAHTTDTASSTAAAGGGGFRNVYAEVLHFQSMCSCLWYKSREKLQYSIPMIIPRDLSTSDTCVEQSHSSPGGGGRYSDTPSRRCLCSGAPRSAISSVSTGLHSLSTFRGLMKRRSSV
Numbers without * were called inactive; i = inactive. Some of the compounds tested; count on the stated rates, not on these rows.

Values in the order: DYRK1A inh	KCNK3 block
Cc1noc(C)c1COC(=O)c1csc2c1CCCC2
  12	i
CCOC(=O)/C=C1/SCC(=O)N1CC(=O)NC12CC3CC(CC(C3)C1)C2
  1	i
Cc1ccc(/C=C2/SC(=O)NC2=S)o1
  41	i
Cc1nnc(SCC(=O)NC2CCCCC2)n1N
  -5	i
COC(=O)[C@]1(Cc2ccccc2)N[C@H](CN(C)C(=O)NC(C)C)[C@@H]2C(=O)N(Cc3ccccc3)C(=O)[C@@H]21
  8	i
COc1ccc(OC)c(C(C)NC(=O)C(C)n2cc([N+](=O)[O-])cn2)c1 (stereo not drawn)
  -4	i
O=C(COC(=O)/C=C/c1ccccc1Cl)NC(=O)NC1CCCC1
  3	i
CCCc1cc(=O)[nH]c(SCC(=O)N2CCc3ccccc32)n1
  -4	i
O=C(CN1CCCCC1)Nc1ccccc1C(=O)NC1CC1
  7	i
CC1CCCCN1C(=O)COC(=O)c1cc(-c2cccs2)nn1-c1ccccc1 (stereo not drawn)
  2	i
CC1CC(C)CN(C(=O)c2cccc(S(=O)(=O)N3c4ccccc4CC3C)c2)C1 (stereo not drawn)
  3	i
Cc1ccc(S(=O)(=O)N(C)c2ccc(OCC(=O)OCc3ccc(C#N)cc3)cc2)cc1
  4	i
COC(=O)C1=C(C)NC(C)=C(C(=O)OC)C1c1ccccc1OCc1c(C)no[n+]1[O-]
  1	i
C[C@H](CO)N1C[C@H](C)[C@@H](CN(C)C(=O)Nc2ccccc2)Oc2ccc(NC(=O)Cc3ccccc3)cc2C1=O
  4	i
CCOC(=O)C1CCCN(C(=O)C(CCSC)NC(=O)COc2ccccc2)C1 (stereo not drawn)
  -10	i
COc1cc(C(=O)N2CCN(C(=O)C3CCCO3)CC2)cc(OC)c1OC (stereo not drawn)
  3	i
COc1ccc(-n2c(Cn3c(=O)sc4ccccc43)nnc2SCC(=O)N2CCCC2)cc1
  12	i
CCOC(=O)C1CCCN(C(=O)c2ccc(C)c(S(=O)(=O)N3CCCCC3)c2)C1 (stereo not drawn)
  2	i
O=C(Nc1ccccc1C(F)(F)F)NC1(C(=O)N2CCOCC2)CCCCC1
  8	i
Cc1ccccc1NC(=O)Cc1nc(CN(C)CC(=O)Nc2cccc(F)c2)cs1
  -2	i
O=C(CCc1nc2sc3c(c2c(=O)[nH]1)CCCC3)NCC(=O)Nc1ccccc1Br
  -4	i
Cc1ccc(NC(C(=O)c2ccccc2)c2ccccc2)cc1 (stereo not drawn)
  -4	i
COc1cc(S(=O)(=O)N(C)Cc2ccc3c(c2)OCCO3)ccc1NC(C)=O
  1	i
Cc1cccc(NC(=O)CNC(=O)COC(=O)C2CC2C)c1C (stereo not drawn)
  8	i
CCOc1ccccc1-n1c(SC(C)C(=O)NCC2CCCO2)nc2ccccc2c1=O (stereo not drawn)
  0	i
CC1(CO)COC2(OC1)C(=O)Nc1ccccc12 (stereo not drawn)
  2	i
COc1ccc(S(=O)(=O)Nc2ccc3c(c2)CC(=O)N([C@@H](C)CO)C[C@@H](C)[C@@H](CN(C)Cc2ccccc2)O3)cc1
  1	i
CCCCC[C@@H](O)c1cc2ccccc2c(=O)o1
  2	i
O=C(NC1CCN(Cc2ccccc2)CC1)c1cc(S(=O)(=O)Nc2ccc(F)cc2)ccc1Cl
  12	i
Cc1ccc(C(=O)NCC(=O)N2CCN(c3cccc(Cl)c3)CC2)s1
  1	i
COC(=O)c1ccc(CSC2=NC[C@@H]3[C@@H]4C(=O)N(C)C(=O)[C@@H]4[C@](C)(C(=O)OC)N23)cc1
  5	i
CCOC(=O)[C@H]1[C@H]2COc3cc(OC)ccc3[C@@H]2N2C(=O)CN(CC3CCCO3)C(=O)[C@@]12C (stereo partly drawn)
  3	i
Cc1noc(NS(=O)(=O)c2ccc(NC(=O)c3cc(F)c(F)c(F)c3F)cc2)c1C
  3	i
COc1ccc(S(=O)(=O)Nc2cc(Cl)ccc2-n2cncn2)cc1
  -2	i
COc1ccccc1N1CCN(C(=O)C2CCCN(S(=O)(=O)c3ccc(C)cc3)C2)CC1 (stereo not drawn)
  -4	i
O=C(CN1C(=O)NC2(CCCC2)C1=O)NCCc1ccccc1
  -2	i
COc1ccc(C(C)(C)C)cc1NC(=O)c1ccccc1-n1cnnn1
  -4	i
C[C@H](CO)N1C[C@H](C)[C@@H](CN(C)S(C)(=O)=O)Oc2c(NC(=O)C3CCCCC3)cccc2C1=O
  4	i
CN(Cc1ccccc1)C(=O)c1ccc(NC(=O)C2CCN(C(=O)OC(C)(C)C)CC2)cc1
  6	i
C=CCC[C@H](Cc1ccc(F)cc1)C(=O)OC[C@H](Cc1c[nH]c2ccccc12)NC(=O)[C@@H](CC=C)CC(=O)N[C@@H](CO)Cc1ccccc1
  3	i
COc1ccccc1-n1nc(C(=O)NCc2ccco2)c2ccccc2c1=O
  -16	i
COc1ccc(OCCCC(=O)Nc2cc(S(=O)(=O)N3CCCCC3)ccc2OC)cc1
  -1	i
COc1ccc(S(=O)(=O)N(C)C[C@H]2Oc3c(NC(=O)Nc4ccc5c(c4)OCO5)cccc3C(=O)N([C@H](C)CO)C[C@@H]2C)cc1
  2	i
Cc1ccc(N2C(=O)N(CC(=O)Nc3ccccc3C(F)(F)F)C(=O)C2C)cc1 (stereo not drawn)
  5	i
Cn1c(=O)c2[nH]c(CN3CCCCC3)nc2n(C)c1=O
  -1	i
O=C(CC1Sc2ccccc2NC1=O)NNc1ccc(Cl)c(Cl)c1 (stereo not drawn)
  6	i
Nc1cccc(C(=O)c2ccccc2C(=O)O)c1
  -8	i
CC(=O)OCC1=C(C(=O)O)N2C(=O)C(NC(=O)COc3ccc(F)cc3)C2SC1 (stereo not drawn)
  3	i
Cc1ccc(S(=O)(=O)Nc2cc(S(=O)(=O)N3CCOCC3)ccc2NCC2CCCO2)cc1 (stereo not drawn)
  -6	i
CC(=O)Nc1c(Cl)cc2c(c1Cl)Cc1cc(C#N)ccc1-2
  0	i

(cont.)
Values in the order: DYRK1A inh	KCNK3 block
CN(C)Cc1cc(C(C)(C)c2cc(CN(C)C)c(O)c(CN(C)C)c2)cc(CN(C)C)c1O
  1	i
O=C(NNC(=O)c1ccc2ccccc2c1)c1ccc(Cl)c(Cl)c1
  5	i
O=C(Nc1nc(-c2ccccn2)cs1)C1COc2ccccc2O1 (stereo not drawn)
  21	i
Cc1cccc(OCCC(=O)Nc2ccc(N3CCOCC3)cc2N2CCOCC2)c1
  10	i
O=C(COC(=O)c1ccc([N+](=O)[O-])o1)NCc1ccccc1
  8	i
N#CC(C#N)=C1c2cc(S(N)(=O)=O)ccc2-c2ccc(S(N)(=O)=O)cc21
  10	i
COc1ccccc1C(=O)NCCC(=O)N1CCN(S(=O)(=O)c2cccc(Cl)c2)CC1
  3	i
Cc1ccc(S(=O)(=O)NCCC(=O)NCCCSc2ccccc2)cc1
  2	i
Cc1ccnc(NC(=O)CCC(=O)N(CC(=O)NCCc2ccccc2)Cc2ccco2)c1
  4	i
Cc1ccc(S(=O)(=O)N2CCOCC2)cc1C(=O)OC1CCOC1=O (stereo not drawn)
  0	i
COc1cc(Cl)c(C)cc1NC(=O)c1ccccc1-n1cnnn1
  8	i
COc1ccc(OC)c(CN2CCN(C(=O)c3ccc(S(=O)(=O)Nc4ccccc4F)cc3)CC2)c1
  0	i
O=C(Nc1cc(S(=O)(=O)N2CCOCC2)ccc1N1CCOCC1)c1c(F)cccc1Cl
  -4	i
CC1(c2ccccc2)NC(=O)N(CC(=O)N(CC(=O)Nc2ccccc2C(F)(F)F)Cc2ccco2)C1=O (stereo not drawn)
  9	i
COc1ccc(CC(=O)OCC(=O)c2ccc[nH]2)cc1
  -1	i
C[C@]12CCC[C@H](O1)[C@H]([C@@H](O)c1ccccc1)O2
  16	i
O=C(O)CNC(=O)C(CS)Cc1ccccc1 (stereo not drawn)
  8	i
CC(OC(=O)c1cccc(S(=O)(=O)N2CCCCC2)c1)C(=O)NCC1CCCCC1 (stereo not drawn)
  -7	i
CC(CNC(=O)CN1C(=O)NC2(CCCCC2C)C1=O)c1ccccc1 (stereo not drawn)
  -4	i
Nc1ccc(Cn2ccc3c4c(N)nc(N)nc4ccc32)cc1
  5	i

Five entries drawn at random from those above, as already listed:
Values in the order: DYRK1A inh	KCNK3 block
COc1ccccc1C(=O)NCCC(=O)N1CCN(S(=O)(=O)c2cccc(Cl)c2)CC1
  3	i
O=C(CN1CCCCC1)Nc1ccccc1C(=O)NC1CC1
  7	i
COC(=O)c1ccc(CSC2=NC[C@@H]3[C@@H]4C(=O)N(C)C(=O)[C@@H]4[C@](C)(C(=O)OC)N23)cc1
  5	i
O=C(Nc1nc(-c2ccccn2)cs1)C1COc2ccccc2O1 (stereo not drawn)
  21	i
C[C@]12CCC[C@H](O1)[C@H]([C@@H](O)c1ccccc1)O2
  16	i

(listing goes on)
Values in the order: DYRK1A inh	KCNK3 block
Cc1ccc(S(=O)(=O)N2[C@@H](c3ccc(Cl)cc3)C(C(=O)O)=CC[C@H]2c2ccc(Cl)c(Cl)c2)cc1
  -6	i
Cc1ccccc1N1CCN(C(=O)c2cccnc2)CC1
  6	i
Cc1cc(C)n(-c2nc3c(c(=O)n(C)c(=O)n3C)n2Cc2cccc(Br)c2)n1
  -7	i
O=C(O)c1cc(S(=O)(=O)N2CC=C(c3ccccc3)CC2)ccc1O
  7	i
O=S(=O)(CCNCCc1ccccc1)NC1CCCCC1
  -2	i
COc1ccc(NS(=O)(=O)c2ccc(N3CCOCC3)c(N)c2)cc1
  -7	i
CCC(C)C(CO)NCCCn1cnc(C(=O)Nc2ccc(C)c(C)c2)n1 (stereo not drawn)
  7	i
Cn1c(=O)c2c(ncn2CC(=O)N2CCN(S(=O)(=O)c3ccc(F)cc3)CC2)n(C)c1=O
  1	i
COc1ccccc1C(=O)NCCC(=O)NC1CCCCCC1
  -3	i
Cc1ccc(C(=O)N2CCN(c3cccc(C)c3C)CC2)cc1S(=O)(=O)N1CCOCC1
  5	i
COc1ccc(C(=O)NCCN(C)C)c2nc3ccccc3cc12
  15	i
CCN1/C(=C/c2ccc3cc(C)ccc3[n+]2CC)Sc2cc(C)c(C)cc21
  1	i
Cc1noc(C)c1C(=O)OC(C)C(=O)Nc1ccc2c(c1)OCO2 (stereo not drawn)
  0	i
COc1ccc(OCC(=O)OCC(=O)NC2CC2)cc1
  -2	i
COC(=O)[C@]1(C)N[C@H](CN(C)C(=O)c2ccc(F)cc2)[C@@H]2C(=O)N(Cc3ccccc3)C(=O)[C@@H]21
  -3	i
COC(=O)[C@H](CC(C)C)N(Cc1ccccc1)S(=O)(=O)N(Cc1ccc(OC)cc1)[C@@H](CC(C)C)C(=O)OC
  -1	i
COc1ccccc1C=NN=Cc1ccccc1OC
  1	i
Cn1c2c(c(=O)[nH]c1=O)C(NC(=O)c1ccco1)(C(F)(F)F)C(=O)N2 (stereo not drawn)
  4	i
Cc1ccc(C)c(S(=O)(=O)N2CCN(c3nc(CN4CCOCC4)nc4sc(C)c(C)c34)CC2)c1
  8	i
COC1OC(COCc2ccccc2)C(N)C(OCc2ccccc2)C1OCc1ccccc1 (stereo not drawn)
  2	i
C[C@@H](NC(=O)c1nc[nH]c1C(=O)NCc1ccccc1)c1ccccc1
  -2	i
COc1ccccc1NC(=O)COC(=O)C12CC3CC(CC(Br)(C3)C1)C2
  -2	i
CCOc1ccc(NC(=O)CN2CCN(C(=O)c3ccco3)CC2)cc1S(=O)(=O)N1CCCC1
  -2	i
COC(=O)c1cccc(-n2sc3ccccc3c2=O)c1
  33	i
COc1ccccc1CNS(=O)(=O)CCNCCc1ccccc1
  -2	i
CCOc1ccc(S(=O)(=O)N2CCCCC2)cc1NC(=O)CCc1ccc(OC)cc1
  9	i
Cc1cc(C)cc(N(CC(=O)NC2CCCCC2)C(=O)CCC(=O)Nc2cc(C)ccn2)c1
  2	i
Cc1cccc(Oc2ccccc2NC(=O)C2=COCCO2)c1
  5	i
O=S(=O)(c1ccc(F)cc1F)N1CCN(CCO)CC1
  5	i
CS(=O)(=O)Cc1nc2ccccc2n1CC(=O)Nc1cccc(S(=O)(=O)N2CCCC2)c1
  0	i

Rewritten with the structure last: part of the list above
DYRK1A inh	KCNK3 block	smiles
-2	i	CCOc1ccc(NC(=O)CN2CCN(C(=O)c3ccco3)CC2)cc1S(=O)(=O)N1CCCC1
9	i	CCOc1ccc(S(=O)(=O)N2CCCCC2)cc1NC(=O)CCc1ccc(OC)cc1
5	i	O=S(=O)(c1ccc(F)cc1F)N1CCN(CCO)CC1

Continuation:
Values in the order: DYRK1A inh	KCNK3 block
CC(C)C(NC(=O)c1ccc(Cl)cc1Cl)C(=O)N1CCN(S(=O)(=O)c2ccccc2)CC1 (stereo not drawn)
  -1	i
Cc1ccc(CNc2ccc([N+](=O)[O-])cc2C(N)=O)cc1
  -4	i
CCOc1ccc(NC(=O)CN(C)C(=O)c2ccccc2OCCOc2ccccc2)cc1OCC
  -1	i
O=C(COC(=O)c1ccc2c(c1)OCO2)Nc1ccccc1Cl
  5	i
CC(C)C(=O)Nc1ccc(N2CCOCC2)c(S(=O)(=O)Nc2ccccc2Cl)c1
  -1	i
CC(=O)N1CCN(C(=O)COC(=O)CNC(=O)c2ccc(C)cc2)CC1
  9	i
CCN(CC(=O)Nc1ccccc1OC)C(=O)CN1C(=O)NC(C)(c2ccc3ccccc3c2)C1=O (stereo not drawn)
  -8	i
